# Bioassay records (PubChem BioAssay)
# Fluorescein fluor: qHTS Assay for Spectroscopic Profiling in Fluorescein Spectral Region; 59,000 compounds, 0.91% hits; AID 593, 2007; Compound autofluorescence, 480/540 nm, fluorescein-equivalent; hits give high values; max fluorescein-equivalent concentration, M; in the data active = max fluorescein-equivalent concentration above about 10 nM; inconclusive = between about 1.1 nM and that limit
#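 Normalized response (dye-equivalent concentration) derives from comparing each well's 540 nm emission, under 480 nm excitation, with plate-resident fluorescein standards. Compounds were held in 100 mM Tris, pH 8.0, for 15 min at room temperature.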
# 4MU fluor: qHTS Assay for Spectroscopic Profiling in 4-MU Spectral Region | compound autofluorescence, 340/450 nm, 4-MU equivalents; hits give high values | max dye-equivalent concentration, M | 59,000 compounds, 11% hits; in the data active = max dye-equivalent concentration above about 10 nM; inconclusive = mostly about 1.1 nM to 9.6 nM
#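 Compounds in 100 mM Tris, pH 8.0, incubated 15 min at room temperature, then fluorescence read at 340 nm excitation/450 nm emission. Signal converted to 4-MU dye-equivalent concentration using an on-plate six-point 4-MU standard curve.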
# HBB splice mod: qHTS Assay for Modulators of Hemoglobin Beta Chain Splicing; HBB splicing reporter cell assay, activation; EGFP reporter with mutant IVS2-654 intron; response scale: normalised to 500 nM splice-correcting PNA; Potency, µM (highest dose often 46.1 µM), for the others: top-dose activation, usual class: activators; 65,000 compounds, 0.06% hits; AID 925, 2007; note: potency is the fitted concentration of half-maximal effect; 0% is about no effect
#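 HeLa cells stably expressing EGFP interrupted by mutant beta-globin intron 2 (IVS2-654), 500/well in 2% FCS. Treated with compound for 2 days at 37C. Splicing correction scored as total well GFP intensity (488 nm excitation, 500-520 nm emission); 500 nM antisense PNA served as control.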
# A350 autofl: qHTS Assay for Spectroscopic Profiling in A350 Spectral Region; 59,000 compounds, 11% hits; Compound autofluorescence, 340/450 nm, Alexa 350 dye-equivalents; hits give high values; max dye-equivalent concentration, M; in the data active = max dye-equivalent concentration above about 10 nM; inconclusive = mostly about 1.1 nM to 9.6 nM
# CRE Fsk mod: Cell signaling CRE-BLA (Fsk stim). Potency, µM (top dose mostly 38.2 µM), for the others: at the top dose activity change, negative = inhibition, hits mostly activators. CHO CRE-bla reporter (cAMP response element driving beta-lactamase), forskolin EC10, beta-lactamase ratio. AID 662, 2007. 71,000 compounds, 2.5% hits; active = well fitted activation curve with a large enough effect in the signal ratio, with a control signal flat, not every such curve was filed as active; inconclusive = small, poorly fitted or top-dose-only effect, or effect the other way, or a change in a side signal; the % refers to the signal ratio; note: potency is the fitted concentration of half-maximal effect; % of control where 0% means no effect
#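 CRE-bla CHO reporter cells treated with compound titration plus EC10 NKH 477 (water-soluble forskolin), incubated 3 h at 37 °C; CCF4 loading 2 h at room temperature, 460/530 nm emission ratio read, AC50 values derived for positive or negative modulators.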
# Hsp90 Hop PPI: qHTS Assay for Disrupters of an Hsp90 Co-Chaperone Interaction; Hsp90 C-terminal peptide / TPR2A (Hop) interaction, human; AlphaScreen TPR2A-His6 binding biotin-Hsp90 C-terminal peptide; Potency, µM (doses to about 57 µM), for inactives: at the highest dose activity change, negative = inhibition; 71,000 compounds, 0.44% hits; active = well fitted curve in either direction with a large enough effect; inconclusive = small, poorly fitted or top-dose-only effect, or another doubt; note: potency is the fitted concentration of half-maximal effect; % is set by controls: 0 for no effect and ±100 for the full control effect; many of its hits are not listed in these tables
# TexasRed autofl: qHTS Assay for Spectroscopic Profiling in Texas Red Spectral Region; Compound fluorescence, Texas Red channel, 547/618 nm; hits give high values; max dye-equivalent concentration, M; 59,000 compounds, 0.06% hits; in the data active = max dye-equivalent concentration above about 10 nM; inconclusive = between about 1.1 nM and that limit
#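 Fluorescence at ex 547/em 618 nm, normalized against an on-plate Texas Red standard series to give dye-equivalent concentration per compound concentration. Buffer 100 mM Tris, pH 8.0; 15 min RT incubation before CCD imaging.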
# FLuc inh: qHTS Assay for Inhibitors of Firefly Luciferase. 72,000 compounds, 2.2% hits. Potency, µM (highest dose often 57.1 µM), inactives show at the top dose activity change, negative = inhibition, actives largely listed as inhibitors. purified firefly luciferase, luminescence, 8 min; note: potency is the fitted concentration of half-maximal effect; % is set by controls: 0 for no effect and ±100 for the full control effect; nearly all actives have a fitted effect of over 40% in size
# Target sequence (P08659 whole entry, looked up): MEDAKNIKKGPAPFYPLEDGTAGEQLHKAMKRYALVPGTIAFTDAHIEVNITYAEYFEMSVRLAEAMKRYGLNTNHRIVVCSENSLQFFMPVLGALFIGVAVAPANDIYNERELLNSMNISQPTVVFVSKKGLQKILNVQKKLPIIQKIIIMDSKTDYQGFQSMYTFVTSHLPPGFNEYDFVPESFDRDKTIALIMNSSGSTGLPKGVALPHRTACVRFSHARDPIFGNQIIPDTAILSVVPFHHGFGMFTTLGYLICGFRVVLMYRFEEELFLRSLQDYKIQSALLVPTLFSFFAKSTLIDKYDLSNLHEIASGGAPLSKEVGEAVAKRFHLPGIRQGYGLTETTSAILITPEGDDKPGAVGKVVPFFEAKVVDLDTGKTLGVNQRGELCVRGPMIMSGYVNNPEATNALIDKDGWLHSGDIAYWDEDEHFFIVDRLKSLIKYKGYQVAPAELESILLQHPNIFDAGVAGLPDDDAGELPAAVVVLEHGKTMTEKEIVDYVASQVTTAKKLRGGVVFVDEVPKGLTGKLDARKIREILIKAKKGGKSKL
#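 Titration-based qHTS; buffer 50 mM imidazole pH 7.2, 50 mM KCl, 7 mM MgCl2, 10 uM ATP, 0.01% Tween 20, 0.05% BSA; luciferase/luciferin detector mix added after compound; 8 min, ambient; luminescence.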
# ERK AVP block: qHTS Assay for Inhibitors of the ERK Signaling Pathway using a Homogeneous Screening Assay. HEK293-V1b, vasopressin-stimulated pERK AlphaScreen. Potency, µM (series often up to 57.5 µM), for the others: top-dose activity, negative = inhibition, usual class: inhibitors. 72,000 compounds, 0.99% hits. AID 995, 2007; note: potency is the fitted concentration of half-maximal effect; % is set by controls: 0 for no effect and ±100 for the full control effect; nearly all actives have a fitted effect of over 55% in size
#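 Phosphorylated ERK1/2 detected via AlphaScreen bead proximity in lysates of V1b-expressing HEK293 cells given 25 nM vasopressin for 5 min after 30 min compound exposure (37 °C). AC50 from Hill equation; basal DMSO 0%, vasopressin 100%.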
# GFP derepression: qHTS Assay for Epigenetic Modulators | mouse C127i GFP locus derepression, cytometry, 30 h | Potency, µM (series often up to 46.1 µM), inactives show at the highest dose GFP derepression (activation) | 68,000 compounds, 0.09% hits; note: % of control where 0% means no effect
#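 Read-out is the number of GFP-positive cells, scored as fluorescent objects 20 to 120 um wide, reflecting derepression of a silenced CMV-GFP reporter in murine C127i cells after 30 h compound exposure at 37 C.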
# UbGFP stabilizer: Ubiquitin-GFP Assay | Ubiquitin-GFP reporter cells, proteasome inhibition, GFP fluorescence; response scale: untreated = 0%, 10 µM MG-132 = 100% | Potency, µM (doses to about 45.9 µM), for the others: at the top dose activation (GFP accumulation), usual class: activators | 67,000 tested, under 10 active | AID 526, 2006; active = well fitted activation curve with a large enough effect, not every such curve was filed as active; inconclusive = small, poorly fitted or top-dose-only effect, or another doubt; inactive = no such curve, though single readings can be large or run the other way; note: potency is the fitted concentration of half-maximal effect
#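 GFP accumulation read-out: laser plate cytometry counting ubiquitin(G76V)-GFP-expressing U2OS cells after 4 hr compound exposure at 37 °C. Titrations spanned 46 uM to 2.9 nM; 0% = basal, 100% = 10 uM MG-132; concentration-response curves fitted.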
# Active calls of the source: *; i = inactive; ? = inconclusive; . = no result given; [ ] = remark or other dose. Unless noted, calls come from the whole dose curve; as a rule, active = well fitted curve in the direction sought with a large enough effect; inconclusive = small, poorly fitted or top-dose-only effect, or another doubt; inactive = no such curve, though single readings can be large; an effect the other way counts as inactive or inconclusive.
# Sample of the layout, 6 compounds:
SMILES,Fluorescein fluor,4MU fluor,HBB splice mod,A350 autofl,CRE Fsk mod,Hsp90 Hop PPI,TexasRed autofl,FLuc inh,ERK AVP block,GFP derepression,UbGFP stabilizer
CCOC(=O)CC(=O)Nc1ccccc1C(=O)O,.,.,1.5%,.,3%,0%,.,2%,0%,0%,-14%
CCOc1cccc(/C(O)=C2/C(=O)C(=O)N(CCOC)C2c2ccncc2)c1 (stereo unspecified),i,i,.,i,5%,-2%,i,2%,11%,1%,0%
O=C(Nc1ccc2c(c1)nc1n2CCN(Cc2ccccc2)C1)c1cccs1,?,?,-0.7%,?,-7%,-7%,i,-5%,?,0%,-1%
O=C(NCc1cccs1)Nc1cccs1,?,i,-1.7%,i,?,-1%,i,-4%,-3%,4%,-2%
CCOC(=O)c1ccc(N2C(=O)CC(N3CCN(C/C=C/c4ccccc4)CC3)C2=O)cc1 (stereo unspecified),.,.,0.0%[9.22 µM],.,-11%,-8%,.,-6%,-21%,2%,-11%
CCN1CCN(C(=O)CS(=O)Cc2nc(-c3ccc(OC)cc3)oc2C)CC1 (stereo unspecified),.,.,0.2%,.,-3%,-1%[2.3 µM],.,-4%,-7%,.,-3%

# The whole of this part, from the first entry:
SMILES,Fluorescein fluor,4MU fluor,HBB splice mod,A350 autofl,CRE Fsk mod,Hsp90 Hop PPI,TexasRed autofl,FLuc inh,ERK AVP block,GFP derepression,UbGFP stabilizer
CCOC(=O)CC(=O)Nc1ccccc1C(=O)O,.,.,1.5%,.,3%,0%,.,2%,0%,0%,-14%
CCOc1cccc(/C(O)=C2/C(=O)C(=O)N(CCOC)C2c2ccncc2)c1 (stereo unspecified),i,i,.,i,5%,-2%,i,2%,11%,1%,0%
O=C(Nc1ccc2c(c1)nc1n2CCN(Cc2ccccc2)C1)c1cccs1,?,?,-0.7%,?,-7%,-7%,i,-5%,?,0%,-1%
O=C(NCc1cccs1)Nc1cccs1,?,i,-1.7%,i,?,-1%,i,-4%,-3%,4%,-2%
CCOC(=O)c1ccc(N2C(=O)CC(N3CCN(C/C=C/c4ccccc4)CC3)C2=O)cc1 (stereo unspecified),.,.,0.0%[9.22 µM],.,-11%,-8%,.,-6%,-21%,2%,-11%
CCN1CCN(C(=O)CS(=O)Cc2nc(-c3ccc(OC)cc3)oc2C)CC1 (stereo unspecified),.,.,0.2%,.,-3%,-1%[2.3 µM],.,-4%,-7%,.,-3%
CC(C)CC1N=C2c3ccccc3N=C(SCc3cc(=O)n4ccccc4n3)N2C1=O (stereo unspecified),i,3.4e-08M*,-2.1%,3.1e-08M*,3.2µM*,9%,i,0%,17%,0%,7%
CCc1c(C)nc(N)nc1OCC(F)(F)C(F)F,.,.,-2.0%,.,24%,-1%,.,2%,?,-2%,0%
CCOC(=O)N1CCN(C(=O)C2CCN(S(=O)(=O)N3CCCC3)CC2)CC1,i,i,0.1%,i,?,0%,i,0%,4%,2%,22%
CN(C)S(=O)(=O)n1cnc2ccccc21,?,8.1e-06M*,.,5e-06M*,-2%,-2%,i,1%,17%,-1%,3%
CC(C)(C)c1csc(NC(=O)c2ccc(Cl)s2)n1,i,i,-0.1%,?,?,18%,?,16µM*,-15%,-2%,-6%
COCC(=O)N1CCC2(CC1)CN(c1ccccc1)C2,i,i,3.8%,i,1%,0%,i,1%[11.4 µM],-15%,2%[9.22 µM],0%
CC1CN(C2CCN(S(=O)(=O)Cc3ccccc3)CC2)CC(C)O1 (stereo unspecified),i,i,.,i,.,.,i,-1%[25.5 µM],.,2%[20.6 µM],.
Cc1cc(Cl)ccc1OC(C)C(=O)Nc1ccccc1N1CCOCC1 (stereo unspecified),i,i,-0.3%[57.5 µM],i,0%,22%,i,-1%,17%,-2%,2%
CCc1ccc(CCC(=O)O)nc1,i,2.7e-07M*,4.8%[9.22 µM],2.6e-07M*,?,-2%[11 µM],i,-1%[11.4 µM],-6%[11.5 µM],4%[9.22 µM],-1%[9.17 µM]
Cn1c(CCCNC(=O)c2cccs2)nc2ccccc21,i,i,-0.2%,i,?,-1%,i,1%,-11%,0%,-6%
C=C(C)CSc1nnc([C@@H]2CCCN2C(=O)OC(C)(C)C)o1,i,i,7.1%[0.369 µM],i,-1%,-1%,i,2%,6%,0%,-1%
CC(C)(C)NC(=O)c1cnn2c1NC(c1ccc(F)cc1)CC2C(F)(F)F (stereo unspecified),.,.,1.4%,.,3%,-1%,.,3%,15%,2%,-7%
O=C(Nc1ccc(S(=O)(=O)Nc2cnc3ccccc3n2)cc1)c1ccc(Br)o1,i,5.5e-08M*,-1.1%,5.8e-08M*,4µM*,3%,i,-9%,-27%,-3%,4%
Nc1c(C(=O)c2cccs2)oc2ccccc12,?,i,-0.2%[57.5 µM],i,?,16%,?,-1%,4%,-3%,2%
Cc1cccn2c(=O)c3cc(C(=O)N(C)C)n(C)c3nc12,?,9.6e-07M*,-0.6%,8.8e-07M*,?,5%,i,-2%,4%,-1%,-5%
Cc1cccc(NC(=O)COc2ccc(Br)cc2C)n1,.,.,1.7%,.,8%,5%,.,10µM*,-9%,0%,-13%
O=C(NC12CC3CC(CC(C3)C1)C2)c1ccc(=O)oc1,?,?,3.6%,?,-2%,-3%,?,0%,7%,-2%,3%
O=C(C1CCN(C2CC(=O)N(c3cccc(Cl)c3)C2=O)CC1)N1CCCC1 (stereo unspecified),i,i,6.2%,i,-6%,-3%,?,1%,-22%,-5%,-2%
Cc1ccc2c(c1)c1c(n2CC2COC(C)(C)O2)C(=O)CCC1 (stereo unspecified),.,.,-2.1%,.,2%,12%,.,-1%,16%,1%,9%
N=c1c(C(=O)NCc2ccco2)cc2c(=O)n3ccccc3nc2n1Cc1ccccc1,1.9e-08M*,1.7e-07M*,2.1%[0.369 µM],2.4e-07M*,10µM*,-8%,i,3%,?,-2%,.
COCCN1Cc2cccc(C(=O)NCc3ccccc3OC)c2C1=O,?,i,-1.8%,i,?,4%,?,-2%,21%,9%,-13%
Cc1c(C(=O)COC(C)(C)C)[nH]c2ccccc12,i,i,-2.9%[57.5 µM],i,?,0%,i,-8%,-1%,3%,-6%
COc1ccccc1CNC(=O)CCNC(=O)Cn1ccc2ccccc2c1=O,i,?,-4.4%,?,0%,3%,?,5%,-2%,-4%,14%
O=C(Nc1cccc(F)c1)N1CCCC2(CCN(C(=O)c3cccc(F)c3)CC2)C1,i,i,-2.0%,i,-9%,4%,i,-2%[11.4 µM],-1%,-2%[9.22 µM],-2%
Clc1ccc(CSc2ncn[nH]2)cc1,.,.,-0.7%,.,0%,-2%,.,-1%,-18%,-2%,?
CC1CCN(S(=O)(=O)Cc2ccccc2Cl)CC1,i,i,-0.4%,i,-2%,6%,i,5%,0%,0%,7%
O=C(O)CSc1ccn(Cc2ccccc2)c1,i,i,1.8%[9.22 µM],i,-3%[7.6 µM],-1%[11 µM],i,0%[11.4 µM],6%[11.5 µM],2%[9.22 µM],-1%[9.17 µM]
CCOC(=O)N1CCN(S(=O)(=O)c2ccc(F)cc2)CC1,i,i,.,i,1%,-2%,i,1%,6%,-1%,-8%
CCCCN(C)C(=O)C1CCC(=O)N(c2cc(OC)c(OC)c(OC)c2)C1c1ccc(OC)cc1 (stereo unspecified),i,i,-0.6%,i,-8%,-4%,i,1%,18%,2%,-10%
COc1cccc(OCC(=O)Nc2ccccc2NC(C)=O)c1,i,i,1.7%,i,?,-5%,i,1%,17%,0%,-9%
CCc1nc(N2CCC(C)CC2)c2oc3ccccc3c2n1,i,?,-3.8%[57.5 µM],?,10µM*,9%,i,1%,20%,2%,-7%
O=C(O)c1cc(C(=O)O)c(-c2ccccc2)c(C(=O)O)c1,.,.,-4.9%[0.0738 µM],.,?,-8%[11 µM],.,0%,8%,0%,10%[9.17 µM]
CC(CP(=O)(O)O)NC(=O)Cc1ccccc1 (stereo unspecified),?,i,3.0%,?,?,-4%,i,1%,1%,-1%,4%
CCC(c1nnnn1C(C)C)N1CCN(C2CCCC2)CC1 (stereo unspecified),i,i,-0.1%[57.5 µM],i,1%,3%,i,4%,-9%,-3%,-3%
COc1ccc(C(=O)N2CCCc3ccccc32)cc1,.,.,-2.1%,.,-5%,2%,.,-5%,-18%,4%,-3%

# These rows are one share of the data, so the mix of outcomes need not match the whole.
